SW480 rerep = A quantitative high throughput screen for small molecules that induce DNA re-replication in SW480 colon adenocarcinoma cells; SW480 DNA re-replication, Hoechst DNA content imaging, 48 h; Potency, µM (doses to about 46.1 µM), without a hit: at the top dose re-replication activation, actives largely listed as activators; 1.8% of 340,000 active; AID 624297, 2012; further: potency means the concentration at half of the fitted maximal effect; % of control where 0% means no effect; nearly all actives have a fitted effect of over 55% in size
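Quantitative HTS format with DMSO vehicle controls; 48 hr drug incubation at 37 C, then 40 min Hoechst staining and scanning imager measurement at 405 nm excitation.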
S2 tox = Viability Counterscreen for Primary qHTS for Inhibitors of ATXN expression | S2 cells (HEK-293 line with an ATXN2-luciferase reporter) viability, CellTiter-Fluor protease fluorescence, 24 h | Potency, µM (series often up to 56.7 µM), most hits filed as cytotoxic | 0.49% of 400,000 active; further: potency means the concentration at half of the fitted maximal effect; nearly all actives have a fitted effect of over 40% in size
HT1080NT lethal = qHTS for induction of synthetic lethality in tumor cells producing 2HG: qHTS for the HT-1080-NT fibrosarcoma cell line; AID 686970, 2013; HT-1080-NT fibrosarcoma viability, CellTiter-Glo ATP luminescence, 48 h; Potency, µM (highest dose often 46.1 µM), for inactives: at the top dose activity, negative = less viability, actives largely listed as cytotoxic; 1.6% of 360,000 active;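 further: NT is the 2HG producing partner of a matched IDH1 knockdown line; potency means the concentration at half of the fitted maximal effect; 0% = DMSO-treated cells and -100% = media-only wells without cells; nearly all actives have a fitted effect of over 55% in size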
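Read-out is CellTiter-Glo luminescence after 10 minutes at room temperature, following 48 hours' compound treatment of HT-1080-NT cells (750 cells/well, RPMI, 5% FBS, 37 degrees C).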
IL1B secr inh = qHTS for Inhibitors of Inflammasome Signaling: IL-1-beta AlphaLISA Primary Screen; THP-1 LPS/ATP IL-1B secretion, AlphaLISA, 16 h; hits give low values; 4.7% of 360,000 active; AID 743279, 2014; activity change, % at 57.5 µM; in the data active means activity change below about -50%; inconclusive means mostly about -30% to -49%; further: on the % scale 0 is the no-effect control and ±100 the full control effect
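Secreted IL-1B measured by AlphaLISA bead assay after 16 h compound exposure of THP-1 cells; compounds (final up to 57.5 uM) added 1 h before LPS (250 ng/mL) and ATP (1.25 mM) stimulation; lower signal means less secretion.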
MCF10A rereplic = A quantitative high throughput screen for small molecules that induce DNA re-replication in MCF 10a normal breast cells; MCF 10A DNA re-replication, Hoechst nuclear intensity, 48 h; Potency, µM (series often up to 46.1 µM), for the others: top-dose activity, positive = re-replication, most hits filed as activators; 2.9% of 350,000 active; further: potency means the concentration at half of the fitted maximal effect; % of control where 0% means no effect; nearly all actives have a fitted effect of over 50% in size
HepG2 viability = qHTS for Inhibitors of TGF-b: Cytotox Counterscreen. HepG2 CAGA-GFP viability, ATP luminescence, 18 h. Potency, µM (top dose mostly 46.1 µM), for inactives: at the top dose activity change, negative = cytotoxicity, actives largely listed as cytotoxic. 0.76% of 410,000 active. AID 588856, 2011; further: potency means the concentration at half of the fitted maximal effect; some results filed as inactive show a strong effect at the top dose
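CellTiter-Glo luminescence gave cytotoxicity after 18 hours at 37 degrees C. The cells were HepG2 CAGA-GFP in 1% FBS DMEM, stimulated with 500 pg/mL TGF-beta after compound addition. %Activity was normalised to no-cell wells (complete cell-killing) and DMSO (no toxicity), and curves were fitted and classified.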
HT1080 IDH1KD tx = qHTS for induction of synthetic lethality in tumor cells producing 2HG: qHTS for the HT-1080-IDH1KD cell line; HT-1080 IDH1 knockdown viability, ATP luminescence, 48 h; Potency, µM (top dose mostly 46.1 µM), inactives show top-dose activity, negative = toxicity, usual class: cytotoxic; 2% of 360,000 active; AID 686971, 2013;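 further: potency means the concentration at half of the fitted maximal effect; 0% = DMSO wells and -100% = cell-free medium wells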
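% activity derives from luminescence (CellTiter-Glo), normalised to DMSO and no-cell wells. HT-1080-IDH1KD cells, 750/well, had 48 h compound exposure at 37 °C.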
ATXN2 expr inh = Primary qHTS for Inhibitors of ATXN expression; AID 1745845, 2022; Potency, µM (highest dose often 57 µM), without a hit: at the highest dose activity change, negative = inhibition, actives largely listed as inhibitors; HEK-293 ATXN2-luciferase reporter, luminescence, 24 h; 0.72% of 360,000 active; further: potency means the concentration at half of the fitted maximal effect; on the % scale 0 is the no-effect control and ±100 the full control effect; nearly all actives have a fitted effect of over 55% in size
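ATXN2-luciferase reporter cells (luciferase flanked by upstream and downstream ATXN2 gene portions) were treated 24 h at 37 °C with compounds at up to 57 uM. SteadyGlo luminescence gave expression; GF-AFC fluorescence gave viability.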
KB-3-1 tox = qHTS assay for MDR1-selective chemotherapeutics: Primary screen using the parental adenocarcinoma cell KB-3-1; 1.4% of 400,000 active; AID 1347075, 2019; Potency, µM (highest dose often 46.1 µM), for inactives: top-dose activity change, negative = cytotoxic, hits mostly cytotoxic; KB-3-1 viability, CellTiter-Glo ATP luminescence, 72 h; further: potency means the concentration at half of the fitted maximal effect; on the % scale 0 is the no-effect control and ±100 the full control effect; nearly all actives have a fitted effect of over 60% in size
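Viability of parental KB-3-1 cells, measured by CellTiter-Glo luminescence, followed a 72 h incubation at 37 °C with pinned compounds in phenol-red-free DMEM containing 10% FBS.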
Active calls of the source: *; i = inactive; ? = inconclusive; / = no result given; & = joins results of further samples; [ ] = remark or other dose. Unless noted, the call rests on the fitted dose curve; in most records, active means well fitted curve in the direction sought with a large enough effect; inconclusive means small, poorly fitted or top-dose-only effect, or another doubt; inactive means no such curve, though single readings can be large; an effect the other way counts as inactive or inconclusive.

compound,SW480 rerep,S2 tox,HT1080NT lethal,IL1B secr inh,MCF10A rereplic,HepG2 viability,HT1080 IDH1KD tx,ATXN2 expr inh,KB-3-1 tox
COc1cc2c(cc1OC)C(C)N(S(=O)(=O)c1cn(C)cn1)CC2 (stereo unspecified),-8%,i,23%,16,-2%,12%,-1%,6%,0%
COc1ccc2oc(C(=O)NCc3ccccc3CN3CCCC3)c(C)c2c1,-4%,i,-5%,-22,12%,-18%,-10%,/,-11%
Oc1oc(-c2ccc(Br)cc2)nc1/C=N/c1ccccn1,?,i,?,-6,?,-23%,24%,23%,-8%
CCOc1ccc(Nc2nc3c(c(=O)[nH]2)CCCC3)cc1,?,i,17%,14,8%,-1%,12%,6%,-7%
Cc1c(Cl)cccc1NC(=O)CSc1ncnc2c1cnn2CCc1ccccc1,-1%[9.22 µM],i,15%,-11,10µM*,-23%,6%,-19%,-9%
CCCC(=O)n1nc(-c2ccco2)nc1SCc1ccccc1,-6%,i,1%,0,-8%,-30%,?,7%,-1%
Cc1cccc(-n2c(=O)c3c(c4cc(C)ccc4n3C)n(CC(=O)NCCC3=CCCCC3)c2=O)c1,/,i,/,/,/,-2%,/,7%,4%
Cc1ccnc(NC(=O)Nc2ccc(F)cc2)c1,2%,i,16%,-1,7%,-21%,21%,68%[activator],10%
Nc1nonc1-n1nnc(C(=O)N/N=C/c2ccc(OCc3ccccc3F)cc2)c1CNc1ccccc1,-1%,i,-23%,21,?,-2%,-14%,6%,?
C[C@H](CO)N1C[C@H](C)[C@@H](CN(C)C(=O)NC2CCCCC2)Oc2ccc(NS(=O)(=O)c3ccc(F)cc3)cc2C1=O,12%,?,7%,-7,22%,29%,18%,-1%,5%
CC(C)c1ccc(S(=O)(=O)N2CCN(C(=O)C3CCCCC3)CC2)cc1,?,i,-3%,-1,3%,-2%,-1%,2%,-13%
O=C(NCC1CCCO1)C1CC(=O)N(C2CCCC2)C1 (stereo unspecified),1%,i,8%,2,4%,-1%,8%,7%,?
COc1cc(C2c3sc(=O)[nH]c3SC3C(=O)N(c4ccc(C)cc4)C(=O)C32)ccc1O (stereo unspecified),-17%,i,0%,23,?,18%,-1%,/,-2%
CC(=O)c1cc2c(cc1N/C(=N/S(=O)(=O)c1ccc(Br)cc1)c1ccccc1)OCO2,5%,i,-4%,79,5%,-4%&-8%,-2%,15%&10%,-10%&9%
CC1(C)CC(=O)C(C=NCCN2CCN(C(=O)c3ccc(Br)cc3)CC2)=C(O)C1,-11%,i,8%,3,-2%,-15%,10%,19%,12%
O=C(CCSCc1cccc(Cl)c1)NCCc1ccccc1,0%,i,11%,-5,-2%,7%,22%,7%,?
Cc1csc2ncc(C(=O)NCc3ccco3)c(=O)n12,-9%,i,-3%,12,2%,-14%,9%,2%,2%
CCOC(=O)c1ccc(NC(=O)c2ccc(NC(=O)c3ccccc3)cc2)cc1,?,i,-1%,9,?,-3%,-11%[9.24 µM],?,-1%
CC(=O)N1CCC(C(=O)Nc2ccccc2)(N(Cc2ccccc2)C(=O)c2cccnc2)CC1,-6%,i,12%,15,1%,19%,8%,-6%,7%
C=CCOn1c(=O)c(-c2ccc(C)cc2)[n+]([O-])c2ccccc21,-10%,i,18%,-5,-14%,-7%,13%,8%,12%
O=C(CSc1nnc(CNC(=O)c2ccco2)o1)Nc1ccc(Cl)cc1,-10%,i,-6%,5,?,4%,4%,3%,15%
NC1=NC(c2cn(-c3ccccc3)nc2-c2cccs2)n2c(nc3ccccc32)N1 (stereo unspecified),0%,i,18µM*,-8,?,5%,?,7%,3%
Cc1noc(C)c1COc1ccccc1C(=O)N1CCN(S(=O)(=O)c2ccc(F)c(F)c2)CC1,-27%,i,-5%,12,-6%,7%,-4%,-14%,23%
O=C(NC1CC2CCCC(C1)N2C(=O)Nc1ccccc1)c1ccccc1 (stereo unspecified),0%,i,-1%,-23,-10%,0%,1%,5%,29%
CCN1C(=O)c2cccc3c(S(=O)(=O)Nc4ccc(O)c(C(=O)O)c4)ccc1c23,0%,i,8%,-1,6%,9%&11%,25%,7%&7%,7%&1%
CC(=O)Nc1ccc(S(=O)(=O)Nc2nc3c(s2)CCCC3)cc1,-14%,i,-3%,63,-6%,-7%,-7%,8%,-8%
N/C(=N\OC(=O)CCCN1C(=O)c2ccccc2C1=O)c1ccccn1,-4%,i,9%,18,-5%,-1%,7%,-4%,0%
C=CCn1c(CNc2ccc(C)cc2)nnc1SCC(=O)N/N=C/c1ccc(O)cc1O,-1%,i,?,82,?,1%,-16%[9.24 µM],20µM*,6%
COc1ccc(C2=CC(c3cc(OC)c(OC)c(OC)c3)NC(=S)N2)cc1 (stereo unspecified),18µM*,i,?,6,?,-62%,?,-8%,?
CCN(C(=O)CSc1nnc(-c2ccc(F)cc2)c2ccccc12)C1CCS(=O)(=O)C1 (stereo unspecified),5%,i,3%,0,2%,-18%,-4%,-23%,0%

(cont.)
compound,SW480 rerep,S2 tox,HT1080NT lethal,IL1B secr inh,MCF10A rereplic,HepG2 viability,HT1080 IDH1KD tx,ATXN2 expr inh,KB-3-1 tox
CC(O)(c1ccccc1)c1nc(-c2cc3ccccc3o2)cs1 (stereo unspecified),/,?,?,61,/,-27%,?,38%[activator],-1%
COc1ccc(NC(=O)C(=O)NCCCO)cc1Cl,2%,i,2%,3,-4%,2%,15%,/,6%
COc1ccc(S(=O)(=O)N2CCCCC2)cc1NS(=O)(=O)c1cc(Cl)ccc1Cl,23µM*,i,0%,0,-18%,-19%,0%,-6%,8%
CCONC(=NC)c1nonc1N,-2%,i,14%,26,0%,-5%,14%,-3%,-4%
Cc1cccc(CN2CCC(CNC(=O)CSc3cc(=O)n(C)c4cc(Cl)ccc34)CC2)c1,-8%,?,-1%,20,0%,-8%,9%,12%,18%
Cc1ccc(NC(=O)c2c(C)nc3sc(C(=O)Nc4ccc(F)cc4)c(N)c3c2-c2ccc(C)o2)c(C)c1,/,i,/,/,/,6%,/,-7%,3%
CC(C)(C)NC(=O)NC(=O)COC(=O)CCC1CCCC1,9%,i,-7%,-15,8%,-11%,0%,6%,-2%
COC(=O)C(N)Cc1ccc(Cl)cc1 (stereo unspecified),-33%[inhibitor],i,0%,12,-25%,12%,7%,2%,0%
CC(C(=O)NC1CCCC1)N(Cc1ccco1)C(=O)c1snc(C(=O)NC2CCCC2)c1N (stereo unspecified),-1%,i,9%,-15,-8%,-23%,4%,4%,4%
COC(=O)C1N[C@@H]([C@@H](NC(=O)COc2ccccc2)C(=O)NCc2ccsc2)SC1(C)C (stereo partly specified),4%,i,-3%,8,?,-4%&0%,0%,-5%,-13%&15%
CN(C)S(=O)(=O)c1ccc(Cl)c(C(=O)NNC(=O)Cn2ccc(C(F)(F)F)n2)c1,-2%,?,12%,23,1%,3%,-1%,4%,0%
CC(C(=O)NC1CCCC1)n1c(-c2ccncc2)nc2ccccc21 (stereo unspecified),/,/,5%,31,/,/,15%,/,16%
Cc1ccc(S(=O)(=O)NCCC(=O)NCCOc2ccccc2)cc1,0%,i,0%,13,0%,-2%,-2%,0%,5%
CCCN(CCC)CCCNC(=O)c1cc2c(-c3ccc(OC)c(OC)c3)nn(C)c2s1,?,i,?,-52*,18µM*,-38%&-29%,21µM*,-19%&-31%,-2%&-1%
Cc1cc(C)cc(N2C(=O)CS(=O)(=O)C23C(=O)N(C)c2ccccc23)c1 (stereo unspecified),/,i,/,/,/,-2%,/,1%,19%
CSC1=NCCN1C(=O)c1cccc(C(F)(F)F)c1,1%,i,7%,-1,?,2%,1%,0%,15%
COc1ccc(-n2c(=O)cc(N3CCN(c4ccccc4)CC3)[nH]c2=O)cc1,-6%,i,9%,22,5%,9%,-1%,2%,6%
c1ccc(CN2CCC3CC2c2ccc(N4CCOCC4)cc23)cc1 (stereo unspecified),/,i,-2%,3,/,1%,-3%,-5%,-9%
Cc1cc(C)c2c(N)c(C(=O)N/N=C/c3cccnc3)sc2n1,?,/,21%,/,16µM*,18%,5%,-3%,21%
CN(C)S(=O)(=O)c1ccc2c(c1)N(CC(=O)Nc1ccc(OC(F)(F)F)cc1)C(=O)CS2,/,i,/,/,/,-39%,/,-12%,-4%
Cc1cc(-c2ccc(NC(=O)[C@@H]3CCCC[C@@H]3C(=O)O)c(C)c2)ccc1NC(=O)[C@@H]1CCCC[C@@H]1C(=O)O,?,i,-21%,107,-3%,9%,-18%,-16%,-28%
O=C(OC1CCOC1=O)c1cc(-c2cccc(Br)c2)nc2ccccc12 (stereo unspecified),4%,i,-3%,-5,13%,3%,3%,-22%,-9%
CC(Oc1ccc(Cl)cc1Cl)C(=O)NCCN1CCOCC1 (stereo unspecified),-9%,i,8%,-2,11%,1%,5%,11%,-3%
CSC1=C(C#N)C(c2ccc3c(c2)OCO3)C2=C(CCCC2=O)N1 (stereo unspecified),1%,i,-6%,-14,7%,-17%,-7%,5%,16%
O=C(NC1=NCCS1)c1cccc(N2C(=O)c3ccccc3C2=O)c1,-40%[inhibitor],i,12%,8,6.5µM*,3%,9%,2%,6%
CC(=O)c1cccc(NC(=O)CCCCCn2nnc3ccccc3c2=O)c1,-1%,i,-11%,71,-9%,33%,-8%,11%,0%

High-throughput results from PubChem.
